Screening results: PubChem, several laboratories
PLAP act: activators of human placental alkaline phosphatase; 96,000 tested, 1.2% active; purified PLAP enzyme, luminescent substrate read-out; active compounds read high; activation fold at 20 µM; AID 696; in the data active = activation fold above about 2
Ecoli WT expand: blocks growth of wild type E. coli BW25113 | growth inhibition, % at 100 µM | 98,000 tested, 0.15% active | OD600 absorbance | AID 710;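 active = growth inhibition above about 50% at one test dose, limit read from the data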;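 also: growth measured after 20 h incubation at 37 °C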
ERa SRC1 inh: blocks coactivator binding to human estrogen receptor alpha | P03372 | AID 629 | 86,000 tested, 1.7% active | inhibition, % at 25.6 µM | TR-FRET ER-alpha LBD / SRC-1 peptide, estradiol-bound; in the data active = inhibition above about 50%;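 also: 0% = receptor plus peptide control and 100% = peptide only without receptor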
Target sequence (P03372 whole entry, looked up, the tested form may be a part): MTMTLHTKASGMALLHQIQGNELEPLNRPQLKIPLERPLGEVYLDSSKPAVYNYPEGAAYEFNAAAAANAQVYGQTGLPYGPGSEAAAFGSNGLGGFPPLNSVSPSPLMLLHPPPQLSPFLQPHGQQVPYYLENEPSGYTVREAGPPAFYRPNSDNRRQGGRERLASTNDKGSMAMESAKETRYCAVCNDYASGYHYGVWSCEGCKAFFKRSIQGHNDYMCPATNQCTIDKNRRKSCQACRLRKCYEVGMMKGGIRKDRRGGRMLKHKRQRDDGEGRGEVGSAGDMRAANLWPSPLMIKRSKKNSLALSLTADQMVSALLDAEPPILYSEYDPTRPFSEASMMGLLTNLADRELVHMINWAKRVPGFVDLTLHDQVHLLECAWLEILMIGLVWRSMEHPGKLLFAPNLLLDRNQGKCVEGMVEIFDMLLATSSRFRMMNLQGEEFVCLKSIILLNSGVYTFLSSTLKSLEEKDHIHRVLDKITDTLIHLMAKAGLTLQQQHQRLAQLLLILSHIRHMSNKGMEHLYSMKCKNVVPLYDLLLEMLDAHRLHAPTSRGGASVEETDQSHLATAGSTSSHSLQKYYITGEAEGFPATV
CD11b adhes enh: enhancers of human CD11b/CD18 binding to fibrinogen. P05107+P11215. K562 CD11b/CD18 adhesion to fibrinogen, ATPlite luminescence. activation, % at 10 µM. 93,000 tested, 0.07% active. AID 1499;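 active = 10 µM primary screen giving 50% or more activity, confirmed by 40% or more on retest at that dose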; also: strong numbers were not always called active; reference of the scale not given here
ERb coact inh: blocks coactivator binding to human estrogen receptor beta | Q92731 | TR-FRET ER-beta LBD / SRC1-Cy5 peptide binding; receptor agonist-loaded with 1 µM estradiol | inhibition, % at 25.6 µM | 86,000 tested, 1.3% active | AID 633;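 active = compounds whose percent inhibition of the receptor-coactivator binding signal exceeds about 50% in the single-dose screen, limit read from the data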;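 also: 0% = receptor plus peptide wells without compound and 100% = peptide-only wells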
Target sequence (Q92731 whole entry, looked up, the tested form may be a part): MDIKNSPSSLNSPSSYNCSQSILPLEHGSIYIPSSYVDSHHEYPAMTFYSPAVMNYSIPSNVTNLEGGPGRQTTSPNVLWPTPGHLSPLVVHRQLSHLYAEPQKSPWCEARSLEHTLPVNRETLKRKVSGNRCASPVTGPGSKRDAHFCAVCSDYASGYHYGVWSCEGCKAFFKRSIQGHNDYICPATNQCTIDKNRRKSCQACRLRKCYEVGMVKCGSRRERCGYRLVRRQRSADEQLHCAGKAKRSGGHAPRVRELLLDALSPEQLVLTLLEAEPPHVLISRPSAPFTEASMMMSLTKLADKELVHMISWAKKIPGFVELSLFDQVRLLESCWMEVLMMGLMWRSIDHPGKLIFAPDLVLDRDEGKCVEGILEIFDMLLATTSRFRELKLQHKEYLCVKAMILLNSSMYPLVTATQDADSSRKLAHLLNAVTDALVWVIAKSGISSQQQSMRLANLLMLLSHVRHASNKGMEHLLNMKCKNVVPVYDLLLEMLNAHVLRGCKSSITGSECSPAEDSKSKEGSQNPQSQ
FAK inh: blocks human focal adhesion kinase activity; Q05397; biochemical FAK kinase activity assay; inhibition, %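 (tested at 7 µM)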; 97,000 tested, 0.84% active; in the data active = inhibition above about 19%;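 also: 0% = DMSO and 100% = reference compound high control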
MT1-MMP txn act: activates MT1-MMP transcription; HT1080 MT1-MMP promoter luciferase reporter, luminescence, overnight; active compounds read high; activation factor at 10 µM; 86,000 tested, 0.16% active;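 active = activation factor of at least 2 for MT1-MMP transcription at 10 µM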
ERa coact pot: enhances coactivator binding to human estrogen receptor alpha; TR-FRET ERalpha-LBD/SRC-Cy5 coactivator binding, 2 h; 100 = basal binding, no effect; coactivator binding (% of control), % at 25.6 µM; 86,000 tested, 1.3% active; AID 639; in the data active = activity above about 200%;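 also: binding measured in presence of low estradiol as agonist stimulus; 0% = peptide alone without receptor and 100% = receptor with peptide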
Active calls of the source: *; [ ] = another dose, or the depositor's remark.

Screening COC(=O)c1ccccc1NC(=O)CN(c1ccccc1)S(=O)(=O)N(C)C returned FAK inh -1 and MT1-MMP txn act 1.1.
For O=C(c1ccc(NS(=O)(=O)c2cccc3cccnc23)cc1)N1CCOCC1 the results were FAK inh -2 and MT1-MMP txn act 1.
Screening O=S(=O)(NCc1cccnc1)c1ccc(Cl)c(Cl)c1 returned FAK inh -5 and MT1-MMP txn act 1.
Cc1cc(N2CCN(C)CC2)nc2ccc(NC(=O)CCC(=O)NCCC3=CCCCC3)cc12 was read as FAK inh 5 and MT1-MMP txn act 1.2.
For COc1nnc(-c2ccc(N3CCCCC3)c(N)c2)c2ccccc12 the results were FAK inh 6 and MT1-MMP txn act 1.4.
`CC(C)n1c(NCc2ccc(N(C)C)cc2)nc2ccccc21` gave FAK inh 1 and MT1-MMP txn act 1.2.
CCOC(=O)c1ccc(NC(=O)C2CCN(S(=O)(=O)c3ccccc3)CC2)cc1 was read as FAK inh 1 and MT1-MMP txn act 1.
For COc1cccc(CNc2nc3ccccc3n2CCN2CCCCC2)c1OC the results were FAK inh 3 and MT1-MMP txn act 1.1.
`O=C(CCNS(=O)(=O)c1cccs1)Nc1ccccc1F` gave FAK inh -5 and MT1-MMP txn act 1.1.
For N#CCCn1cc(C(CC(=O)c2ccccc2)C(=O)O)c2ccccc21 (stereo not drawn) the results were FAK inh -1 and MT1-MMP txn act 1.3.
Screening Cc1cc(NC(=O)CSc2nc(-c3ccco3)cc(C(F)(F)F)n2)n(-c2ccccc2)n1 returned FAK inh -3 and MT1-MMP txn act 1.3.
O=C(CN1C(=O)c2cccc3cccc1c23)Nc1cccnc1 was read as FAK inh -3 and MT1-MMP txn act 1.1.

The list goes on, starting with the last 4 of the part before.
`O=C(CCNS(=O)(=O)c1cccs1)Nc1ccccc1F` gave FAK inh -5 and MT1-MMP txn act 1.1.
For N#CCCn1cc(C(CC(=O)c2ccccc2)C(=O)O)c2ccccc21 (stereo not drawn) the results were FAK inh -1 and MT1-MMP txn act 1.3.
Screening Cc1cc(NC(=O)CSc2nc(-c3ccco3)cc(C(F)(F)F)n2)n(-c2ccccc2)n1 returned FAK inh -3 and MT1-MMP txn act 1.3.
O=C(CN1C(=O)c2cccc3cccc1c23)Nc1cccnc1 was read as FAK inh -3 and MT1-MMP txn act 1.1.
Screening COCCn1c(=N)c(C(=O)NCCc2ccccc2)cc2c(=O)n3cccc(C)c3nc21 returned FAK inh -1 and MT1-MMP txn act 1.1.
For Cc1cc(NCCN2CCOCC2)n2ncc(-c3ccc(Cl)cc3)c2n1 the results were FAK inh 0 and MT1-MMP txn act 1.1.
Screening O=C(CN1C(=O)c2cccc3cccc1c23)N1CCN(Cc2ccc3c(c2)OCO3)CC1 returned FAK inh 0 and MT1-MMP txn act 1.1.
For CCCN1C(=O)/C(=C\C=C2/C=CN(CC)c3ccccc32)SC1=S the results were CD11b adhes enh 10.
For CCCN1CCc2[nH]c(=S)[nH]c(=O)c2C1 the results were CD11b adhes enh -4.
For O=C(NCc1cccs1)c1ccc([N+](=O)[O-])cc1 the results were CD11b adhes enh -3.
For CCn1c(O)c(/C=N/NC(=O)c2ccncc2)c(=O)n(CC)c1=S the results were CD11b adhes enh -3.
For Cc1ccc(NC(=S)N2CCN(Cc3ccccc3)CC2)c(C)c1 the results were CD11b adhes enh -4.
`O=C(Nc1ccccc1)/C(=C/c1ccc([N+](=O)[O-])cc1)NC(=O)c1ccccc1` gave CD11b adhes enh 29.
`CCS(=O)(=O)Nc1cccc(-c2cc(-c3ccccc3)c3cc(C)ccc3n2)c1` gave CD11b adhes enh -6.
Screening Cc1onc(-c2ccccc2Cl)c1C(=O)NCc1ccc2c(c1)cc(C)n2C returned ERa SRC1 inh -3, ERb coact inh -4 and ERa coact pot 156.
For Cc1ccc(-c2cc3c(nn2)-c2ccccc2C3=O)cc1 the results were ERa SRC1 inh 63*[fluorescence artefact?], ERb coact inh 37[fluorescence artefact?] and ERa coact pot 60[fluorescence artefact?].
`CCOC(=O)c1[nH]c2ccccc2c1NC(=O)C1CCCC1` gave ERa SRC1 inh -3, ERb coact inh -4 and ERa coact pot 128.
Screening Cc1ccc(NC(=O)CS(=O)(=O)c2cn(C)c3ccccc23)c(C)c1 returned ERa SRC1 inh -1, ERb coact inh -5 and ERa coact pot 96.
COc1ccc2oc(C(=O)C3CC3)c(NC(=O)CCCN3C(=O)c4ccccc4C3=O)c2c1 was read as ERa SRC1 inh -2, ERb coact inh 19 and ERa coact pot 128.
Cc1cccc(NC(=O)c2ccc(S(=O)(=O)N3CCCCC3)cc2)n1 was read as ERa SRC1 inh 3, ERb coact inh -2 and ERa coact pot 121.
Screening CCOCCn1c(CN2CCN(CCO)CC2)nc2c1c(=O)n(C)c(=O)n2C returned ERa SRC1 inh -6, ERb coact inh -9[fluorescence artefact?] and ERa coact pot 101.
For O=C(CSc1ccc2nnc(-c3ccncc3)n2n1)NCC1CCCO1 (stereo not drawn) the results were ERa SRC1 inh -3, ERb coact inh -1 and ERa coact pot 123.
Cc1cc2cc(CNC(=O)C3CCCC3)ccc2n1C was read as ERa SRC1 inh 1, ERb coact inh -8 and ERa coact pot 86.
Screening O=[N+]([O-])c1ccc(N/N=C\c2cccn2-c2ccccc2)nc1 returned PLAP act 0.9, Ecoli WT expand -9 and FAK inh 30*.
Screening Cc1ccc(NC(=O)c2ccc(CSc3nnnn3C)cc2)cc1 returned PLAP act 0.9, Ecoli WT expand -7 and FAK inh -1.
`CCn1c(Cc2ccccc2)nnc1SCC(=O)c1cccc([N+](=O)[O-])c1` gave PLAP act 1, Ecoli WT expand 10 and FAK inh -1.
Cc1ccc(NC(=O)CN2CCC(NC(=O)Cc3ccccc3)CC2)cc1C was read as PLAP act 1.2, Ecoli WT expand 1 and FAK inh -1.
For C=CCn1c(-c2ccc(Cl)cc2)ccc(C#N)c1=O the results were PLAP act 1, Ecoli WT expand -8 and FAK inh 0.
Screening Nc1c(-c2ccccc2)cnn1-c1cccc([N+](=O)[O-])c1 returned PLAP act 1, Ecoli WT expand 4 and FAK inh 10.
`c1cncc(-c2nc3cc4ccccc4cc3[nH]2)c1` gave PLAP act 0.8, Ecoli WT expand -1 and FAK inh 9.
For CN(C)c1ccc(/C=N/NC(=S)NCc2ccccc2)cc1 the results were PLAP act 0.9, Ecoli WT expand -13 and FAK inh -2.
C=CCNC(=O)c1csc(-c2ccccc2)n1 was read as PLAP act 0.8, Ecoli WT expand 1 and FAK inh 2.
For CC(C)(C)c1nc(SCC(=O)Nc2nc3c(s2)CCCC3)c2ccccc2n1 the results were PLAP act 1.3, Ecoli WT expand -15 and FAK inh 9.
COC(=O)c1cn(NC(=O)C2CCC(C(C)(C)C)CC2)c(=O)c2ccccc12 (stereo not drawn) was read as PLAP act 0.9, Ecoli WT expand -4 and FAK inh 1.
For CC(=C/c1ccccc1)/C=C1/SC(N2CCOCC2)=NC1=O the results were PLAP act 1.3, Ecoli WT expand 5 and FAK inh -8.
For CCOc1ccc2[nH]c(=O)c(CN(CCc3ccccc3)C(=O)N3CCCC3)cc2c1 the results were PLAP act 1, Ecoli WT expand 0 and FAK inh -1.
For COc1cc(/C=N\Nc2ccc([N+](=O)[O-])cc2)ccc1OCC(=O)Nc1ccc(C)c(C)c1 the results were PLAP act 0.7, Ecoli WT expand 3 and FAK inh 18.
CCC(=O)NC(=S)Nc1ccc(S(=O)(=O)NC(C)=O)cc1 was read as PLAP act 1, Ecoli WT expand 5 and FAK inh -1.
`CC1=NN(c2ccccc2)C(=O)/C1=C\N1CC(C)OC(C)C1` (stereo not drawn) gave PLAP act 1.1, Ecoli WT expand -10 and FAK inh -5.
For CCCNC(=O)Cn1cnc2sc(C(=O)Nc3ccc4c(c3)OCO4)c(C)c2c1=O the results were PLAP act 0.9, Ecoli WT expand -20 and FAK inh -7.
`CCCOc1ccc([N+](=O)[O-])cc1C1NC(=S)NC(c2ccccc2)=C1C(=O)OCC` (stereo not drawn) gave PLAP act 1, Ecoli WT expand 4 and FAK inh -5.
For C=CCSc1nc2c(sc3nc(C)cc(C)c32)c(=O)[nH]1 the results were PLAP act 1.3, Ecoli WT expand -5 and FAK inh 3.
O=C(N/C(=C/c1ccco1)C(=O)N1CCCC1)c1cccs1 was read as PLAP act 1.1, Ecoli WT expand 0 and FAK inh -4.
COc1cccc(/C=N\NC(=O)C2C(=O)NCC2c2ccccc2)c1O (stereo not drawn) was read as PLAP act 2.5*, Ecoli WT expand 10 and FAK inh -6.
CCNC(=S)NNC(=O)c1cc(-c2ccc(OCC)cc2)nc2ccccc12 was read as PLAP act 1.3, Ecoli WT expand 5 and FAK inh -3.
Screening CCCCNCCOCCSc1ccc(Cl)cc1 returned PLAP act 1, Ecoli WT expand 18 and FAK inh 1.
`COc1ccc(NC(=O)c2c(C(F)(F)F)nn(C)c2SCc2ccccc2Cl)cc1` gave PLAP act 0.9, Ecoli WT expand -8 and FAK inh 1.
O=C(N/N=C/c1c[nH]c2ccccc12)c1ccn(Cc2ccc(Cl)cc2)n1 was read as PLAP act 1.3, Ecoli WT expand 8 and FAK inh 0.
CC(=O)Nc1cccc(Oc2cnc3ccccc3n2)c1 was read as PLAP act 1, Ecoli WT expand -4 and FAK inh 0.
Screening NC(=O)c1nn(-c2cccc(Cl)c2)c(=O)cc1O returned PLAP act 0.9, Ecoli WT expand 0 and FAK inh -9.
Screening N=C(N)SCc1cccc2ccccc12 returned PLAP act 0.7, Ecoli WT expand 34 and FAK inh 0.
Screening COc1ccc(S(=O)(=O)N/N=C\c2ccc3c(c2)OCO3)cc1 returned PLAP act 0.9, Ecoli WT expand 7 and FAK inh 1.
`C=CCn1c2ccccc2c2nnc(SCN3C(=O)c4ccccc4C3=O)nc21` gave PLAP act 1.1, Ecoli WT expand -7 and FAK inh 2.
O=C(Nc1ccccc1)O/N=C1\CCCCC1c1ccc([N+](=O)[O-])cc1[N+](=O)[O-] (stereo not drawn) was read as PLAP act 0.8, Ecoli WT expand -11 and FAK inh 5.
For COc1ccc(CN2C(=O)c3ccccc3C(/C=N\OCc3ccc(C)cc3)C2=O)cc1 (stereo not drawn) the results were PLAP act 1.4, Ecoli WT expand 3 and FAK inh -4.
CCOC(=O)c1ccc(NC(=O)C2(c3ccc(Cl)cc3)CCCC2)cc1 was read as PLAP act 1, Ecoli WT expand -6 and FAK inh -19.
CCOc1cc(/C=C2\CCC/C(=C\c3cc(Cl)c(O)c(OCC)c3)C2=O)cc(Cl)c1O was read as PLAP act 0.7, Ecoli WT expand -10 and FAK inh 7.
For Cc1cc(C(F)(F)F)n2nc(-c3cnn(C)c3C(F)(F)F)c(Cl)c2n1 the results were PLAP act 1, Ecoli WT expand 0 and FAK inh -7.
`Cc1nc(C(=O)Nc2cccc(Cl)c2Cl)nn1-c1cc(OC(C)C)c(Cl)cc1Cl` gave PLAP act 1.3, Ecoli WT expand -10 and FAK inh -5.
Screening CNC(=O)c1sc(SC)cc1-c1ccc(Cl)cc1 returned PLAP act 1, Ecoli WT expand -5 and FAK inh -5.
`CCCCN1C(=O)C(NC(=O)CC(C)C)(C(F)(F)F)C2=C1CC(C)(C)CC2=O` (stereo not drawn) gave PLAP act 1.1, Ecoli WT expand 0 and FAK inh -5.
`COc1ccccc1C/C(N)=N/OC(=O)c1ccc(C)c([N+](=O)[O-])c1` gave PLAP act 0.9, Ecoli WT expand 16 and FAK inh 1.
COc1cc(-c2cc(-c3ccccc3)nc(SCC(=O)Nc3nccs3)c2C#N)cc(OC)c1OC was read as PLAP act 1.1, Ecoli WT expand -8 and FAK inh -2.

Retrieved by compound from the list above:
CCOc1cc(/C=C2\CCC/C(=C\c3cc(Cl)c(O)c(OCC)c3)C2=O)cc(Cl)c1O was read as PLAP act 0.7, Ecoli WT expand -10 and FAK inh 7.
CCOC(=O)c1ccc(NC(=O)C2(c3ccc(Cl)cc3)CCCC2)cc1 was read as PLAP act 1, Ecoli WT expand -6 and FAK inh -19.
`COc1ccccc1C/C(N)=N/OC(=O)c1ccc(C)c([N+](=O)[O-])c1` gave PLAP act 0.9, Ecoli WT expand 16 and FAK inh 1.
O=C(Nc1ccccc1)O/N=C1\CCCCC1c1ccc([N+](=O)[O-])cc1[N+](=O)[O-] (stereo not drawn) was read as PLAP act 0.8, Ecoli WT expand -11 and FAK inh 5.
Screening CNC(=O)c1sc(SC)cc1-c1ccc(Cl)cc1 returned PLAP act 1, Ecoli WT expand -5 and FAK inh -5.

An excerpt. The share of hits here may be higher or lower than overall.
